pAkt inh: blocks phosphorylation of Akt; Neuro2A IGF-stimulated pAkt S473 HTRF, 20 min; hits give low values; actives 0.32% (n = 360,000); activity change, % for hits at 50 µM; in the data active = activity change below about -80%; inconclusive = mostly about -51% to -80%; note: % is set by controls: 0 for no effect and ±100 for the full control effect
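Neuro2A cells (4,500/well, DMEM with 0.5% FBS) were treated with compound at a single 50 µM final concentration, stimulated with 6 nM IGF for 20 min at 37 °C, and lysed. Phospho-Akt Ser473 was read by HTRF as 665/615 ratio ×10^4.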
Mm-Cpn inhibitor: blocks the Methanococcus maripaludis chaperonin Mm-Cpn. purified Mm-Cpn ATPase, ADP Transcreener TR-FRET. actives 0.031% (n = 330,000). Potency, µM (series often up to 76.9 µM), for the others: top-dose activity, negative = inhibition, actives largely listed as inhibitors. AID 504842; note: potency is the fitted concentration of half-maximal effect; % is set by controls: 0 for no effect and ±100 for the full control effect; nearly all actives have a fitted effect of over 80% in size
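Quantitative HTS used 25 nM Mm-CPN and 10 uM ATP in magnesium/KCl Tris buffer, pH 7.4, with 1 mM DTT. Hydrolysis ran 30 min at 37°C; ADP was read by HTRF.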
Nrf2 activator: activators of Nrf2 (ARE) signaling; AID 624171; AREc32 ARE-luciferase reporter (MCF7-derived line), luminescence, 24 h; actives 0.31% (n = 410,000); Potency, µM (doses to about 46.1 µM), without a hit: top-dose activation, usual class: activators; note: potency is the fitted concentration of half-maximal effect; % of control where 0% means no effect; nearly all actives have a fitted effect of over 65% in size
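ARE-driven firefly luciferase activity in AREc32 cells measured after a 24 hr compound exposure at 37 deg C, using Steady-Glo reagent and a 30 min room-temperature hold.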
EPAC2 agonist: agonists of human EPAC2 (RAPGEF4); AID 720711; Potency, µM (series often up to 154 µM), for inactives: at the highest dose activation, actives largely listed as activators; Q8WZA2; EPAC2 activation, biochemical qHTS; response scale: 100% = 6.5 mM cAMP response; actives 0.079% (n = 360,000); note: potency is the fitted concentration of half-maximal effect; nearly all actives have a fitted effect of over 50% in size
Target sequence (Q8WZA2 whole entry, looked up): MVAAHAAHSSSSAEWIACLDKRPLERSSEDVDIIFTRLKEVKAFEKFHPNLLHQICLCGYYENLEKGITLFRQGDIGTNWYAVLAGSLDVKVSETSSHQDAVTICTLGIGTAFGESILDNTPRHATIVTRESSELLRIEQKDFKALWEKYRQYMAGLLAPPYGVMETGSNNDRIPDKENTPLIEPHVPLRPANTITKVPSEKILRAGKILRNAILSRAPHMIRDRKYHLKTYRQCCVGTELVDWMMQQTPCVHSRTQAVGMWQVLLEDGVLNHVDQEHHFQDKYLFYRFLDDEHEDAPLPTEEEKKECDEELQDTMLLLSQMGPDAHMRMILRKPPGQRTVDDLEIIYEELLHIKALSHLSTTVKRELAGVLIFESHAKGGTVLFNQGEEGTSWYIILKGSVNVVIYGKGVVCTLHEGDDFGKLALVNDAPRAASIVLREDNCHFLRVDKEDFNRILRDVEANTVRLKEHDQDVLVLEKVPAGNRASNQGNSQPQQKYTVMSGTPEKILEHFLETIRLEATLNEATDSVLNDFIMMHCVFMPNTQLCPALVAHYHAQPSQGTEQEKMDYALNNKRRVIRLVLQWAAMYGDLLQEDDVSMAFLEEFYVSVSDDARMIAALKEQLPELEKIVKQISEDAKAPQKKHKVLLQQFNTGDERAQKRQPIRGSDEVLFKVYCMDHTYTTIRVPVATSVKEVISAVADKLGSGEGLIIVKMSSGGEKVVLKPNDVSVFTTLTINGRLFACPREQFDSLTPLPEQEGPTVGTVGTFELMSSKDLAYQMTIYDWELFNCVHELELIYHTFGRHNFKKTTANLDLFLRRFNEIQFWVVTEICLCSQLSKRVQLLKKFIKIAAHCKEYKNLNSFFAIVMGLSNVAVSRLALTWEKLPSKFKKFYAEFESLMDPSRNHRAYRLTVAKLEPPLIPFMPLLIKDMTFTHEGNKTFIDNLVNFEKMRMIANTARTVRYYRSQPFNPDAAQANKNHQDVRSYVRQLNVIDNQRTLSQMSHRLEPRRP
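qHTS, titration series. 100 nM EPAC2 / 250 nM Rap1B-BODIPY-GDP / 50 uM GDP; RT; ex 480/em 540 nm, 5-min reads to 30 min. Norm. to 6.5 mM cAMP = activation.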
CCT chaperon mod: cytosolic chaperonin activity modulation; purified chaperonin ATPase assay, HTRF ADP detection, 30 min; activity change, % (no concentration beside the values), hits read low; actives 0.3% (n = 360,000); in the data active = activity change below about -30%; note: % is set by controls: 0 for no effect and ±100 for the full control effect
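We incubate TRiC, 40 or 20 nM final, with library compounds at 76 uM and 10 uM ATP for 30 min at 37 °C. ADP formed is detected with Transcreener HTRF reagents after 30 min at room temperature.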
A549 viability: counter-screen for Nrf2 inhibitors: cytotoxicity in A549 cells. A549 ARE-Fluc cells, CellTiter-Fluor viability, 18-24 h. Potency, µM (top dose mostly 46 µM), without a hit: at the top dose activity change, negative = cytotoxicity, usual class: inhibitors. actives 0.16% (n = 390,000). AID 504648; note: potency is the fitted concentration of half-maximal effect; % is set by controls: 0 for no effect and ±100 for the full control effect
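A549 ARE-Fluc cells in 5% FBS OPTI-MEM, 5000 cells/well, rested 2 h then exposed to compounds in concentration-response for 18-24 h at 37 °C. Viability by CellTiter-Fluor fluorescence (Ex 405/Em 525) after 30 min; luciferase luminescence (BugLite, 15 min, RT) read afterwards.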
EPAC2 antagonist: antagonists of human EPAC2. actives 0.18% (n = 360,000). EPAC2 GEF exchange of Rap1B-BODIPY-GDP, fluorescence. Q8WZA2. Potency, µM (top dose mostly 114 µM), inactives show at the top dose activity, negative = inhibition, most hits filed as inhibitors; note: potency is the fitted concentration of half-maximal effect; % is set by controls: 0 for no effect and ±100 for the full control effect; nearly all actives have a fitted effect of over 45% in size; many of its hits are not listed in these tables
TGFb SMAD3 inh: blocks TGF-b signaling | HepG2 CAGA-GFP TGF-b/SMAD3 reporter, GFP fluorescence, 18 h; TGF-beta stimulated, 500 pg/mL final | Potency, µM (highest dose often 46.1 µM), for the others: at the top dose activity, negative = inhibition, most hits filed as inhibitors | actives 1.2% (n = 410,000) | AID 588855; note: potency is the fitted concentration of half-maximal effect; % is set by controls: 0 for no effect and ±100 for the full control effect; nearly all actives have a fitted effect of over 65% in size
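GFP signal (ex488/em500-530) from TGF-beta-stimulated HEPG2 CAGA-GFP cells, 500 pg/mL final, 18 h at 37 degrees C in DMEM plus 1% FBS, normalized to unstimulated and DMSO-stimulated controls.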
Nrf2 block: inhibitors of Nrf2 signaling. A549 ARE-Fluc reporter, luciferase luminescence, 18-24 h. Potency, µM (series often up to 46 µM), without a hit: top-dose activity change, negative = inhibition, actives largely listed as inhibitors. actives 2.1% (n = 360,000). AID 504444; note: potency is the fitted concentration of half-maximal effect; % is set by controls: 0 for no effect and ±100 for the full control effect; nearly all actives have a fitted effect of over 60% in size
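In this cell-based qHTS, ARE-driven firefly luciferase in A549 cells reports Nrf2 activity; the luminescent signal after BugLite lysis is the measured value, with a prior CellTiter-Fluor read for cell health.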
The depositor's hits bear a star; i = inactive; ? = inconclusive; . = no result given; & = joins results of further samples; [ ] = dose if it differs, or a comment. Unless noted, calls come from the whole dose curve; as a rule, active = well fitted curve in the direction sought with a large enough effect; inconclusive = small, poorly fitted or top-dose-only effect, or another doubt; inactive = no such curve, though single readings can be large; an effect the other way counts as inactive or inconclusive. This is a subset; count on the stated rates, not on these rows.

SMILES	pAkt inh	Mm-Cpn inhibitor	Nrf2 activator	EPAC2 agonist	CCT chaperon mod	A549 viability	EPAC2 antagonist	TGFb SMAD3 inh	Nrf2 block
COc1ccccc1N1CCN(C(=O)COc2cc(C)cc3oc(=O)cc(C)c23)CC1	i	0%	-0.1%	12%	-0.5	-2%	-1%	-3%	-3%
COc1ccc(/C=C/C(=O)OCC(=O)NCCC2=CCCCC2)cc1S(=O)(=O)N1CCOCC1	i	-14%	5.4%	9%	0.2	0%	10%	?	-4%
CC(C)C(=O)NNC(=O)CN1CCN(c2nc(-c3ccccc3)cs2)CC1	i	-28%	-0.8%	-6%	-2.4	0%	-1%	-4%	-14%
Cc1ccccc1-n1c(SCC(=O)Nc2c(C)cccc2C)nc(O)cc1=O	i	2%	0.3%	-3%	0.3	-2%	7%	4%	8%
O=C(CCc1nc2cccnc2n1Cc1cccs1)Nc1cccc(Cl)c1	.	.	0.4%	.	.	3%	.	?	-8%
COc1ccc(Cl)cc1NC(=S)N(Cc1ccc(C(=O)O)cc1)Cc1ccc(OC)c(OC)c1	i	1%	9.7%	7%	0.8	1%	-3%	-3%	?
O=C(Nc1ccccc1)C(Cc1ccccc1)NC(=O)C12CC3CC(CC(C3)C1)C2 (stereo not drawn)	i	0%	-0.2%	-3%	-1.0	-4%[1.84 µM]	0%	-17%	-5%
N#C/C(C(=O)N1CCOCC1)=C1/SC(Cc2ccc(F)cc2)C(=O)N1c1ccccc1 (stereo not drawn)	i	2%	0.3%	-12%	-0.6	-5%	9%	1%	12%
COc1ccc(/C=N/n2cnn(Cc3ccccc3Cl)c2=S)cc1OC	i	-1%	1.4%	11%	0.9	4%	-7%	-1%	18µM*
O=C(c1csc(Nc2cccc3ccccc23)n1)N1CCCC1	i	1%	2.2%	-4%	-1.5	-6%	-13%	-1%	?
CN(CC(=O)Nc1cc(S(=O)(=O)N2CCCC2)ccc1Cl)Cc1cccs1	i	1%	1.5%	17%	-0.6	-8%	0%	?	26µM*
CCN(CC)S(=O)(=O)c1ccc(Cl)c(C(=O)OC)c1	i	2%	0.9%	8%	-0.9	17%	1%	-10%	4%
CCOC(=O)c1ccc(-n2ncc(C(=O)OCC)c2N)cc1	i	-1%	1.0%	2%	2.2	13%	1%	0%	.
O=C(O)C[C@H]1c2cc(F)ccc2S(=O)(=O)N1C1CCCCC1	i	.	0.3%	7%	-3.7	-5%	4%	0%&-2%	-3%
CC(C)c1ccc(OC(=O)c2cc(-c3ccccc3)on2)cc1	.	.	-0.8%	.	.	-6%	.	0%	6%
CN(Cc1ccccc1)c1ccc(-c2nc(-c3ccncc3)no2)cc1[N+](=O)[O-]	.	.	2.2%	.	.	3%	.	-19%	4%
Cc1cc(C)c(S(=O)(=O)N(CC(=O)N2CCCC2)C2CCCCC2)c(C)c1	i	.	0.0%	7%	3.3	-10%	19%	-7%	-12%
CC(=O)c1ccc(NC(=O)CNC2CCCCC2)cc1	i	3%	0.4%	11%	-4.7	-2%	1%	13%	5%
Cc1cccc(N2CCN(C(=O)c3ccccc3NC(=O)C3CCCCC3C(=O)O)CC2)c1 (stereo not drawn)	i	0%	-1.0%	-1%	-1.0	-4%	3%	10%	-19%
C[C@@H]1CN([C@@H](C)CO)C(=O)CCCn2nncc2CO[C@@H]1CN(C)S(=O)(=O)c1ccccc1	i	.	-0.2%	-2%	-7.4	.	4%	6%	.

Structures listed so far that have a halogen, in the order listed:
SMILES	pAkt inh	Mm-Cpn inhibitor	Nrf2 activator	EPAC2 agonist	CCT chaperon mod	A549 viability	EPAC2 antagonist	TGFb SMAD3 inh	Nrf2 block
O=C(CCc1nc2cccnc2n1Cc1cccs1)Nc1cccc(Cl)c1	.	.	0.4%	.	.	3%	.	?	-8%
COc1ccc(Cl)cc1NC(=S)N(Cc1ccc(C(=O)O)cc1)Cc1ccc(OC)c(OC)c1	i	1%	9.7%	7%	0.8	1%	-3%	-3%	?
N#C/C(C(=O)N1CCOCC1)=C1/SC(Cc2ccc(F)cc2)C(=O)N1c1ccccc1 (stereo not drawn)	i	2%	0.3%	-12%	-0.6	-5%	9%	1%	12%
COc1ccc(/C=N/n2cnn(Cc3ccccc3Cl)c2=S)cc1OC	i	-1%	1.4%	11%	0.9	4%	-7%	-1%	18µM*
CN(CC(=O)Nc1cc(S(=O)(=O)N2CCCC2)ccc1Cl)Cc1cccs1	i	1%	1.5%	17%	-0.6	-8%	0%	?	26µM*
CCN(CC)S(=O)(=O)c1ccc(Cl)c(C(=O)OC)c1	i	2%	0.9%	8%	-0.9	17%	1%	-10%	4%
O=C(O)C[C@H]1c2cc(F)ccc2S(=O)(=O)N1C1CCCCC1	i	.	0.3%	7%	-3.7	-5%	4%	0%&-2%	-3%

Remaining list, next part.
SMILES	pAkt inh	Mm-Cpn inhibitor	Nrf2 activator	EPAC2 agonist	CCT chaperon mod	A549 viability	EPAC2 antagonist	TGFb SMAD3 inh	Nrf2 block
CN(CC(=O)Nc1ccccc1F)Cc1cccs1	i	-4%	0.3%	8%	-3.3	0%	-13%	1%	1%
Cn1nnnc1SCc1ccccc1F	i	2%	-0.5%	15%	-0.8	14%	2%	0%	14%
Cn1nc(C(=O)Nc2cccc(S(=O)(=O)N3CCCC3)c2)c2ccccc2c1=O	i	-6%	6.5%	5%	-1.4	1%	5%	29%	?
COc1cc2c(cc1NC(=O)CN1CCN(S(=O)(=O)c3ccccc3F)CC1)oc1ccccc12	i	1%	2.1%	-4%	-4.3	1%	2%	15%	14%
c1ccc(-c2nc3cccnc3nc2-c2ccccc2)cc1	i	.	-0.6%	5%	3.5	2%	5%	24%	24%
CNC(=O)c1cn2c3c(ccc(Cl)c3c1=O)OC(C)C2 (stereo not drawn)	i	.	2.4%	0%	1.3	-10%	4%	-2%	8%
COc1ccccc1C(C)NCC(=O)Nc1c(F)cccc1F (stereo not drawn)	i	2%	-0.1%	3%	-2.6	0%	26%	11%	?
Cc1cc(C)n(CC(O)COc2ccc(C(C)C)c(C)c2)n1 (stereo not drawn)	i	0%	2.7%	1%	-12	0%	-6%	-15%	?
Cc1nnc2ccc(N3CCCCC3)nn12	i	-4%	2.7%	1%	-0.2	1%	-8%	2%	-3%
Cc1ccc(S(=O)(=O)N2CCOCC2)cc1NC(=O)CN1CCN(c2ccc(O)cc2)CC1	i	2%	-0.5%	2%	0.7	0%	16%	-8%	?
CC(=O)NC(=S)Nc1cc(C(=O)O)ccc1Cl	i	-3%	-0.6%	7%	-0.9	-3%	-4%	-9%	-1%
O=Cc1ccccc1-n1cncn1	i	-1%	0.9%	1%	1.9	-1%	7%	-2%	-1%
COc1ccc(NC(=O)CN(C)C(=O)/C=C/c2cn(-c3ccccc3)nc2-c2ccc(F)cc2)cc1	i	-3%	0.2%	5%	0.3	-22%	-4%	3%	?
COc1ccc(OC)c(CCNC(=O)CCc2cn(Cc3cc(C)ccc3C)c3ccccc23)c1	.	.	0.6%	.	.	-1%	.	-32%	?
O=C(COc1ncnc2ccc(Br)cc12)NC1CCCC1	i	3%	-1.4%	7%	-2.7	7%	4%	-8%	-10%
COc1ccc(N2CCN(Cc3nc4cc(Cl)ccc4c(=O)[nH]3)CC2)cc1	i	0%	2.9%	12%	3.1	5%	23%	6%	?
N#CCSCC(=O)Nc1ccccc1	i	0%	-1.0%	7%	0.9	-9%	9%	3%	.
COc1ccc(CSCCN)cc1Cl	.	1%	0.3%	14%	0.9	-1%	0%	6%	5%
COc1ccc(/C(N)=N/OC(=O)CCC2CCCC2)cc1OC	i	2%	0.2%	18%	-3.3	1%	-13%	5%	21%
COc1cccc(CN(C)C(=O)c2ccc(NC(=O)CC3SC(N4CCCCC4)=NC3=O)cc2)c1OC (stereo not drawn)	i	.	-0.3%	5%	3.6	0%	-4%	-3%	4%
Cc1cccc(NC(=O)NNC(=O)CCc2ccccc2)c1	i	-1%	1.4%	9%	0.5	0%	-4%	6%	1%
Cc1csc(SC(C)C(=O)NCC(=O)Nc2ccc(F)c(F)c2F)n1 (stereo not drawn)	i	0%	4.0%	-1%	-0.8	3%	4%	-3%	0%
CCN(c1ccccc1)S(=O)(=O)c1ccc(OCc2c(C)noc2C)cc1	i	0%	-0.3%	9%	-0.5	-7%	-2%	-2%	-29%
Cc1ccc(OCC(O)CNC(C)c2ccccc2)cc1C (stereo not drawn)	.	1%	0.3%	12%	-0.2	4%	5%	?	9%
COc1ccccc1/C=C/CN1CCCC(CO)(Cc2cccc(Cl)c2)C1 (stereo not drawn)	i	1%	2.9%	18%	0.9	-16%	-5%	?	1%
CC(C(=O)Nc1cccc(C#N)c1)n1nc(-c2ccccc2)c2c(c1=O)CCCC2 (stereo not drawn)	.	.	4.7%	.	.	-19%	.	-62%	-14%
Cc1ccc2sc(N(CCN(C)C)C(=O)c3ccc(S(=O)(=O)N4CC(C)OC(C)C4)cc3)nc2c1C (stereo not drawn)	i	0%	0.2%	-2%	1.0	2%	12%	24%	-9%
Cc1ccc(-c2c(C)n([O-])c3c([n+]2=O)CCCCC3)o1	i	-1%	2.3%	4%	1.4	-4%	11%	-4%	2%
COc1ccc(C(=O)NCC(=O)OCC(=O)c2cc(OC)c(OC)c(OC)c2)cc1OC	i	-2%	-0.6%	-4%	-0.1	-4%	-3%	6%	7%
CCC(C)NC(=O)C1CCN(S(=O)(=O)N2CCCC2)CC1 (stereo not drawn)	i	1%	-0.3%	11%	-1.5	?	-1%	4%	-3%
